Screens deposited in PubChem by The Scripps Research Institute Molecular Screening Center.
ULK1 primary = blocks human autophagy kinase ULK1; O75385; AlphaScreen Atg13 phosphorylation by ULK1, luminescence; inhibition, % at 5.96 µM; hit rate 1.9% among 30,000; in the data active = inhibition above about 43%;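 note: 0% = median of compound wells and 100% = no enzyme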
Starred values were filed as active, the others as inactive. This is a subset; count on the stated rates, not on these rows.

SMILES	ULK1 primary
CC(C)C[C@H](CN)CC(=O)O	-9.3
